Screens from PubChem BioAssay.
MsrA inh = inhibits bovine methionine sulfoxide reductase A | inhibition, % at 15.5 µM | purified bovine MsrA, absorbance read-out | AID 651718 | 360,000 compounds, 0.75% hits; in the data active = inhibition above about 4.5%;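 also: 0% = vehicle wells with enzyme and 100% = reference inhibitor wells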
An asterisk follows results filed as active.

SMILES | MsrA inh
COc1ccc(CCn2c(-c3ccccc3)nc3c(c(=O)c4ccccc4n3C)c2=O)cc1 | 0.3
Cc1ccc(CC(=O)NCc2cccnc2)cc1 | 2.2
O=C(OCC(=O)c1ccc[nH]1)c1ccc(S(=O)(=O)N2CCCCC2)cc1 | 1.1
COC(=O)[C@]12C[C@H](CC(=O)NCC34CC5CC(CC(C5)C3)C4)C(=O)N(CCC3=CCCCC3)C1=C[C@H](C(C)(C)C)O[C@@H]2C | -0.2
COc1cc(N2C[C@@]3(O)CC[C@@H](O)[C@@H](OC)[C@@H]3[C@@](C)(O)[C@@H]2CC=C(C)C)cc(OC)c1OC | 0.9
CCOC(=O)c1ccc(N2NC(=O)/C(=C/c3ccc(OC(=O)c4ccco4)c(OC)c3)C2=O)cc1 | 0.0
COc1ccc(C(=O)c2[nH]c(N)c(C(=O)c3c[nH]c4ccccc34)c2-c2ccc(OC)cc2)cc1 | 0.4
COC(=O)c1ccc2nc(-c3cccc(Br)c3)c(Cc3cccc(Cl)c3)n2c1 | 0.3
O=C1C(=O)N(CCCN2CCOCC2)C(c2cccs2)/C1=C(/O)c1ccc2c(c1)OCO2 (stereo not given) | 0.2
CCc1c(-c2ccc(Br)cc2)ncn1CCc1ccccc1OC | 0.0
NC(=O)c1ncn([C@@H]2O[C@H](C(=O)N[C@H](Cc3c[nH]c4ccccc34)C(=O)O)[C@@H](O)[C@H]2O)n1 | 0.6
O=C(N/N=C\c1ccco1)c1cncc(Br)c1 | 3.8
C=CCNC(=S)N(C)[C@H]1C[C@H]2c3[nH]c4c(-c5ccccc5)cccc4c3CCN2C(=O)[C@H]1[C@H](C)O | 1.3
CCOC(=O)C1=CC[C@@H](c2ccccc2)C(C#N)(C#N)[C@H]1/C=C/c1ccccc1 | -0.2
NC(Cc1ccc(O)cc1)C(=O)NN=Cc1ccccc1Cl (stereo not given) | 1.1
COC(=O)c1ccc2nc(-c3cccc(Cl)c3)c(Cc3ccccc3C(F)(F)F)n2c1 | 0.1
Oc1ccccc1 | 1.3
Cc1cc(NC(=O)c2cnccn2)no1 | 1.2
Cc1ccnc(NC(=O)c2ccc(Cl)c(NC(=O)CCc3ccccc3)c2)c1 | -1.0
CCCCCCC12C(=Cc3cc4c(cc31)OCCO4)c1cc(OC)c(OC)cc1C(CC(=O)NC1CCCCC1)N2C(=O)OC (stereo not given) | 1.2
CCCn1c(SCC(=O)N2CCCCC2)nnc1-c1ccccn1 | 2.2
CC(NC(=O)c1c(N)[nH]c(C(=O)c2ccc(Cl)cc2)c1-c1ccc(Br)cc1)c1cccc2ccccc12 (stereo not given) | -0.2
COC(=O)[C@]12C[C@H](CC(=O)NCc3cccc(C(F)(F)F)c3)C(=O)N(CCC3=CCCCC3)C1=C[C@H](C(C)(C)C)O[C@@H]2C | 0.6
C[C@@H]1CN(C(=O)OC(C)(C)C)CCN1c1ccc(N2CC[C@@H](O)C2)c(C#N)c1 | -0.1
C[C@@H]1CN([C@H](C)CO)C(=O)c2cc(NC(=O)Nc3ccccc3)ccc2O[C@@H](C)CCCCO[C@H]1CN(C)S(C)(=O)=O | -0.2
Oc1cc(O)cc(C=Cc2ccc(O)c(O)c2)c1 | 3.4
C=CCNc1ccc2c(c1)OC[C@H](Cc1ccccc1)NS2(=O)=O | 1.5
COc1ccc(-c2ccccc2C2Cc3nnccc3CN2C(=O)Nc2ccccc2)cc1 (stereo not given) | 2.1
Nc1c(C(=O)c2ccccc2O)cnn1-c1ccc(S(=O)(=O)N2CCOCC2)cc1[N+](=O)[O-] | -0.9
CCCCCCCCN1C(=O)[C@@H](CC(=O)N2CCCCC2)C[C@@]2(C(=O)OC)C1=C[C@H](C(C)(C)C)O[C@@H]2C | -0.1
CCOc1ccc(CCNC(=O)COC(=O)c2cc(OC)c(OC)c(OC)c2)cc1OCC | 0.2
CCOC(=O)C1=CCN(S(=O)(=O)c2cccc(Cl)c2)C1c1cccc(Cl)c1 (stereo not given) | -0.6
CCCCCCCCN1C(=O)[C@@H](CC(=O)N2CCSCC2)C[C@@]2(C(=O)OC)C1=C[C@H](C1CCCC1)O[C@@H]2C | -0.9
Cc1ccc(Cl)cc1NC(=O)COC(=O)c1ccc(N2CCCC2)c([N+](=O)[O-])c1 | -0.9
O=C1NC(Cc2ccc(O)cc2)c2nc3ccc(Br)cc3c(=O)n2-c2ccc(Cl)cc21 (stereo not given) | 1.1
COc1ccc(-c2ncn(CCc3ccccc3OC)c2C(C)C)cc1 | 0.5
CC1CN(C(=O)/C(C#N)=C2\N=C(NC(=O)c3ccccc3Cl)c3ccccc32)CC(C)O1 (stereo not given) | 2.1
COc1ccc([N+](=O)[O-])cc1NS(=O)(=O)c1ccc(Cl)c(C(=O)Nc2sc3c(c2C#N)CCCCC3)c1 | -0.8
C=C1[C@@H](C)CN[C@@H]1CCO | 1.2
CCCCCCCCN1C(=O)[C@@H](CC(=O)N2CCC(c3ccccc3)CC2)C[C@@]2(C(=O)OC)C1=C[C@H](C(C)(C)C)O[C@@H]2C | 0.3

Sorted by the number under MsrA inh (largest number first): some entries from above.
structure	MsrA inh
COc1ccc(-c2ncn(CCc3ccccc3OC)c2C(C)C)cc1	0.5
CCCCCCCCN1C(=O)[C@@H](CC(=O)N2CCCCC2)C[C@@]2(C(=O)OC)C1=C[C@H](C(C)(C)C)O[C@@H]2C	-0.1
CC(NC(=O)c1c(N)[nH]c(C(=O)c2ccc(Cl)cc2)c1-c1ccc(Br)cc1)c1cccc2ccccc12 (stereo not given)	-0.2

(list continues)
SMILES | MsrA inh
CCCn1c(SCC(=O)N2CCc3ccccc32)nnc1-c1ccncc1 | -0.6
COc1ccc2c(c1)[C@@H](NC(=O)c1ccncc1)[C@H](C)[C@H]2c1ccccc1 | -1.4
Cc1ccc(Cl)cc1NC(=O)OCCN(C)C(=O)Nc1cc(Cl)ccc1C | -0.2
CCCCc1c(-c2ccccc2OC)ncn1Cc1c(Cl)cccc1Cl | -0.1
COC(=O)C1=C(C)N(C)C(=NCc2cccc(C(F)(F)F)c2)NC1c1ccc(F)cc1 (stereo not given) | -1.0
COC(=O)[C@]12C[C@H](CC(=O)NCc3ccc(OC)c(OC)c3)C(=O)N(CCC3=CCCCC3)C1=C[C@H](COCc1ccccc1)O[C@@H]2C | 0.4
Fc1ccc2cc(C3=CCCCC3)ncc2c1 | 0.0
C=CCN=C1NC(CCc2ccccc2)C(C(=O)OC)=C(C)N1Cc1cccc(C(F)(F)F)c1 (stereo not given) | -0.8
c1ccc(Nc2ccc(NCCc3c[nH]c4ccccc34)cc2)cc1 | 0.9
NC(=O)c1c(N)[nH]c(C(=O)c2ccccc2)c1-c1ccccc1 | 2.1
O=C(NC(C(=O)N1CCCC1C(=O)NC1CCCC1)c1ccccc1)c1cccs1 (stereo not given) | 1.0
C[C@H](CO)N1C[C@H](C)[C@@H](CN(C)C(=O)NC2CCCCC2)OCc2cn(nn2)CCCC1=O | 1.9
COC(=O)C1=C(C)N(Cc2cccc(C(F)(F)F)c2)C(=NCc2ccc(OC)cc2)NC1c1ccccc1 (stereo not given) | -1.6
CCc1c(-c2ccc(F)cc2)ncn1CCc1ccccc1OC | 0.2
COC(=O)C1=C(C)N(Cc2ccc(F)cc2)C(=S)NC1c1cccc(Cl)c1 (stereo not given) | 0.0
O=[N+]([O-])c1ccc(COc2ccccc2CO)cc1 | 0.7
CCOC(=O)CN1C(=O)[C@]2(OCCC=C[C@H]2C)c2cc(OC)ccc21 | 1.9
CC(C)C[C@H]1COc2cccc(N3CCCC3)c2S(=O)(=O)N1 | 1.4
COC(=O)[C@]12C[C@H](CC(=O)NCc3ccccc3)C(=O)N(CCC3=CCCCC3)C1=C[C@H](C(C)(C)C)O[C@@H]2C | 0.9
COC(=O)C1=C(C)N(Cc2ccccc2C(F)(F)F)C(=NCc2ccccc2C(F)(F)F)NC1c1cccc(F)c1 (stereo not given) | -1.4

Rewritten with the structure last: entries from further up.
MsrA inh	canonical_smiles
-0.2	Cc1ccc(Cl)cc1NC(=O)OCCN(C)C(=O)Nc1cc(Cl)ccc1C
-0.1	CCCCc1c(-c2ccccc2OC)ncn1Cc1c(Cl)cccc1Cl

More results follow.
SMILES | MsrA inh
CCCCCCCCN1C(=O)[C@@H](CC(=O)NCC2CCCCC2)C[C@@]2(C(=O)OC)C1=C[C@H](C(C)(C)C)O[C@@H]2C | -0.2
COC(=O)C1=C(C)N(Cc2ccc(C(F)(F)F)cc2)C(=NCc2ccccc2C(F)(F)F)NC1c1ccc(Cl)cc1 (stereo not given) | -0.2
C[C@@H]1CN([C@@H](C)CO)C(=O)CCCn2cc(nn2)CO[C@H]1CN(C)C(=O)Nc1ccc(F)cc1 | 0.8
CCCCCN(C(=O)CCc1cn(CCCCC)c2ccccc12)c1ccc(N(C)c2ccccn2)cc1 | 0.2
C=CCN1[C@@H](C)[C@H](c2ccccc2)Oc2cccc(NCCc3ccccc3)c2S1(=O)=O | 2.0
O=C(c1ccccc1Cl)N1CCSCCS1(=O)=O | 0.7
COc1ccc2cc(/C=N/NC(=O)CN(c3ccccc3OC)S(=O)(=O)c3ccccc3)c(Cl)nc2c1 | -0.7
Brc1ccccc1C1Cc2nnccc2CN1 (stereo not given) | -1.0
CC(C)[C@@H]1NC(=O)[C@@H]2CSCCS(=O)(=O)N2C1=O | -0.9
COC(=O)C1=C(C)N(Cc2ccc(Br)cc2)C(=S)NC1c1ccccc1 (stereo not given) | 1.4
Cc1ccccc1-c1cccc2c3c([nH]c12)[C@@H]1C[C@H]2[C@@H](C(=O)N1CC3)[C@H](C)ON2C | -0.7
Cc1ccc2[nH]c3c(N4CCN(Cc5ccc6c(c5)OCO6)CC4)ncnc3c2c1 | -1.2
COC(=O)C1=C(C)N(Cc2ccccc2C(F)(F)F)C(=NCc2ccc(OC)cc2)NC1c1cccc(C(F)(F)F)c1 (stereo not given) | -3.4
CCCOc1ccc(C(=O)CCC(=O)OCC(=O)Nc2ccc(OCC)cc2)cc1 | -0.1
C[C@H](CO)N1C[C@H](C)[C@@H](CN(C)C(=O)Nc2ccc3c(c2)OCO3)OCc2cn(nn2)CCCC1=O | -1.0
CCCCCCCCN1C(=O)[C@@H](CC(=O)N2CCSCC2)C[C@@]2(C(=O)OC)C1=C[C@H](C(C)(C)C)O[C@@H]2C | -0.9
COc1cccc(CN(C)C(=O)[C@H]2O[C@@H](n3cnc4c(=O)[nH]c(N)nc43)[C@H](O)[C@@H]2O)c1 | -0.6
C[C@]12Cc3ccccc3C1CC1=N[C@@H](c3ccccn3)O[C@@]13C[C@@H]2C(=O)N3C1CCN(Cc2ccccc2)CC1 (stereo not given in full) | -0.6
COc1ccccc1S(=O)(=O)N(C)C[C@H]1Oc2cc(Br)ccc2S(=O)(=O)N([C@H](C)CO)C[C@H]1C | 5.6*
CN(C)c1ccc(N(C)C)c(C(O)(c2ccccc2)c2ccccc2)c1 | -0.3

Among those listed so far, these contain two or more sulfur atoms:
SMILES | MsrA inh
COc1ccc([N+](=O)[O-])cc1NS(=O)(=O)c1ccc(Cl)c(C(=O)Nc2sc3c(c2C#N)CCCCC3)c1 | -0.8
O=C(c1ccccc1Cl)N1CCSCCS1(=O)=O | 0.7
CC(C)[C@@H]1NC(=O)[C@@H]2CSCCS(=O)(=O)N2C1=O | -0.9
COc1ccccc1S(=O)(=O)N(C)C[C@H]1Oc2cc(Br)ccc2S(=O)(=O)N([C@H](C)CO)C[C@H]1C | 5.6*

Next compounds follow.
SMILES | MsrA inh
CCCCOCC1CN(CCCC)S(=O)(=O)c2c(F)cccc2O1 (stereo not given) | 1.0
C[C@H]1CNCCN1c1ccc(N2CCS(=O)(=O)CC2)c(C#N)c1 | -0.6
CC(=O)C1=CCN(C)CC1 | -1.2
COC(=O)C1=C(C)N(CC(C)C)C(=S)NC1c1ccc(-c2ccccc2)cc1 (stereo not given) | 1.2
CC(C)[C@H]1COCCS(=O)(=O)N1Cc1ccccc1-c1cccc2c1sc1ccccc12 | 1.3
CN1C(=O)N(C)N(Cc2ccccc2)C(=O)N1Cc1ccccc1 | 0.5
COc1ccccc1C(=O)N1CCN(C(=O)[C@@H](Cc2ccccc2)NC(=O)[C@H]2O[C@@H](n3ccc(N)nc3=O)[C@H](O)[C@@H]2O)CC1 | 0.0
COC(=O)c1[nH]c2cccc(OC)c2c1NC(=O)CCN1CCN(c2ccccc2F)CC1 | 1.2
COc1ccccc1CNC(=O)c1cc2c(=O)[nH]c3ccccc3c2n1C | -0.3
O=C(/C=C(\Nc1cccc(Cl)c1F)c1ccccc1)c1ccccc1 | 0.5
CCCCCCCCN1C(=O)[C@@H](CC(=O)NCc2ccccc2)C[C@@]2(C(=O)OC)C1=C[C@H](C(C)(C)C)O[C@@H]2C | 0.3
COc1ccc(CNS(=O)(=O)c2cc(Cl)ccc2N2CC[C@@H](O)C2)cc1 | -0.7
O=C(Cc1cn(Cc2ccccc2)c2ccccc12)Nc1ccc(Nc2cccnc2)c(Br)c1 | 2.4
CCCCNc1cccc2c1S(=O)(=O)N[C@@H](C)CO2 | 0.3
Cc1ccc2nc(NC3=NC(CC(=O)O)C(=O)N3)nc(C)c2c1 (stereo not given) | -0.4
COC(=O)c1[nH]c2cccc(OC)c2c1NC(=O)CCN1CCN(c2cccc(Cl)c2)CC1 | 0.5
CCOC(=O)C(CNc1ccc(OCc2ccccc2)cc1)NC(=O)c1ccccc1 (stereo not given) | 0.1
CCOC(=O)/C(C#N)=C/c1cc(C)n(-c2ccc(Br)cc2)c1C | 0.4
CC1(O)C(=O)C2(C)C=CC1C1C(=O)N(c3ccccc3)C(=O)C12 (stereo not given) | 0.4
CCCCCCCCN1C(=O)[C@@H](CC(=O)NCc2cccc(C(F)(F)F)c2)C[C@@]2(C(=O)OC)C1=C[C@H](C(C)(C)C)O[C@@H]2C | 1.0
N#Cc1c(N)[nH]c(C(=O)c2ccccc2)c1-c1ccc(Br)cc1 | 0.6

3 consecutive records already listed:
SMILES | MsrA inh
CC1(O)C(=O)C2(C)C=CC1C1C(=O)N(c3ccccc3)C(=O)C12 (stereo not given) | 0.4
CCCCCCCCN1C(=O)[C@@H](CC(=O)NCc2cccc(C(F)(F)F)c2)C[C@@]2(C(=O)OC)C1=C[C@H](C(C)(C)C)O[C@@H]2C | 1.0
N#Cc1c(N)[nH]c(C(=O)c2ccccc2)c1-c1ccc(Br)cc1 | 0.6

Some of the compounds tested; count on the stated rates, not on these rows.
